Assay outcomes: PubChem, NCI
All columns: NCI-60 one-dose screen, growth in % after 48 h at 10 µM unless noted; 100 = growth as untreated, 0 = no growth, -100 = all killed.
HOP-62 = HOP-62 NSCLC. 80,000 compounds, 3.9% hits. AID 1794735
CCRF-CEM = CCRF-CEM leukemia | 77,000 compounds, 7% hits | AID 1794778
K-562 = K-562 leukemia. 78,000 compounds, 7.4% hits. AID 1794777
SR = SR leukemia cells | 73,000 compounds, 8.7% hits
RPMI-8226 = RPMI-8226 leukemia cells; AID 1794781; 77,000 compounds, 7.5% hits
MOLT-4 = MOLT-4 leukemia cells. 80,000 compounds, 6.9% hits
MDA-MB-468 = MDA-MB-468 breast cancer; 78,000 compounds, 8.5% hits
MDA-MB-435 = MDA-MB-435 melanoma; 82,000 compounds, 7.8% hits; AID 1794794
An asterisk follows results filed as active; . = no result given. The calls were made as follows: active = growth percent below 10; inactive = the rest.

Second line of a record – CCRF-CEM	MDA-MB-468	MDA-MB-435	HOP-62	K-562	MOLT-4	SR	RPMI-8226
> CC1(CCCOc2ccc([N+](=O)[O-])cc2)N=C(N)N=C(N)N1c1ccccc1 (centres undefined)
  93	66	92	96	56	91	91	99
> N=C(N)c1ccc(-c2ccc(-c3ccc(-c4cccs4)s3)s2)cc1F
  27	79	94	100	16	91	19	49
> COc1ccc(-c2[nH]c3ccccc3c2-c2ccc(OC)cc2)cc1
  9.3*	.	-33*	52	3.7*	50	6.1*	24
> Cc1cccc(N2CCN(CC(=O)NCc3cc(C)n(-c4ccccc4)n3)CC2)c1C
  88	74	95	79	64	52	65	72
> Nc1nc(Nc2ccc([N+](=O)[O-])cc2O)nc(C(Cl)(Cl)Cl)n1
  19	.	-37*	80	29	26	7.5*	51
> COc1nc2ccccc2cc1-c1nc2c(cnn2-c2ccccc2)c(=O)[nH]1
  21	36	-21*	44	17	40	.	44
> COc1cc2c3c(c4c5cccnc5[nH]c4c2c(OC)c1OC)C(=O)N(O)C3=O
  70	89	94	89	.	57	76	92
> CCOC(=O)[C@H](Cc1ccccc1)Nc1nc(N)nc(N(C)C2CCCCC2)c1C=O
  90	100	108	105	74	69	81	93
> CC(C)(C)CC(C)(C)n1nnnc1C(Nc1ccc(F)cc1)c1cc2cccc3ccc4cccc1c4c32 (centres undefined)
  88	99	82	96	77	73	85	83
> O=C(Nc1cc(F)cc2cccnc12)c1cnc(N2CCNCC2)cn1
  26	-5.1*	77	85	20	24	29	93
> O=C(NCc1ccco1)Nc1ccc([N+](=O)[O-])cc1
  83	69	93	93	92	104	107	67
> COc1ccc(-c2noc(C(=O)O)c2-c2cccc(OC)c2)cc1
  98	98	107	104	93	100	85	95
> C#CCOc1cccc(Nc2ncc3ncn(C4CCN(C(=O)C=C)C4)c3n2)c1 (centres undefined)
  86	23	99	77	79	85	63	89
> CC(=O)C1C(=O)C(=O)N(c2ccccc2)C1=O (centres undefined)
  100	104	104	99	106	101	90	99
> COc1ccc(CNc2nc3ncc(C(F)(F)F)cc3nc2C(=O)O)cc1
  102	105	108	96	95	96	89	.

Part of the list above, set out differently.
structure	CCRF-CEM	MDA-MB-468	MDA-MB-435	HOP-62	K-562	MOLT-4	SR	RPMI-8226
Cc1cccc(N2CCN(CC(=O)NCc3cc(C)n(-c4ccccc4)n3)CC2)c1C	88	74	95	79	64	52	65	72
Nc1nc(Nc2ccc([N+](=O)[O-])cc2O)nc(C(Cl)(Cl)Cl)n1	19	.	-37*	80	29	26	7.5*	51
COc1nc2ccccc2cc1-c1nc2c(cnn2-c2ccccc2)c(=O)[nH]1	21	36	-21*	44	17	40	.	44
COc1cc2c3c(c4c5cccnc5[nH]c4c2c(OC)c1OC)C(=O)N(O)C3=O	70	89	94	89	.	57	76	92
CCOC(=O)[C@H](Cc1ccccc1)Nc1nc(N)nc(N(C)C2CCCCC2)c1C=O	90	100	108	105	74	69	81	93
CC(C)(C)CC(C)(C)n1nnnc1C(Nc1ccc(F)cc1)c1cc2cccc3ccc4cccc1c4c32 (centres undefined)	88	99	82	96	77	73	85	83
O=C(Nc1cc(F)cc2cccnc12)c1cnc(N2CCNCC2)cn1	26	-5.1*	77	85	20	24	29	93
O=C(NCc1ccco1)Nc1ccc([N+](=O)[O-])cc1	83	69	93	93	92	104	107	67
COc1ccc(-c2noc(C(=O)O)c2-c2cccc(OC)c2)cc1	98	98	107	104	93	100	85	95
C#CCOc1cccc(Nc2ncc3ncn(C4CCN(C(=O)C=C)C4)c3n2)c1 (centres undefined)	86	23	99	77	79	85	63	89
CC(=O)C1C(=O)C(=O)N(c2ccccc2)C1=O (centres undefined)	100	104	104	99	106	101	90	99
COc1ccc(CNc2nc3ncc(C(F)(F)F)cc3nc2C(=O)O)cc1	102	105	108	96	95	96	89	.

Additional results:
Second line of a record – CCRF-CEM	MDA-MB-468	MDA-MB-435	HOP-62	K-562	MOLT-4	SR	RPMI-8226
> Cc1ccc(S(=O)(=O)c2nc(-c3ccccc3)oc2S(=O)(=O)CC(=O)N2CCCC2)cc1
  -64*	-92*	-99*	78	.	.	.	-53*
> CCO/C=N/C1=C(C#N)C(c2ccc(Cl)cc2)c2c(c3cc(C)ccc3[nH]c2=O)O1 (centres undefined)
  85	98	90	75	78	92	81	65
> O=S(=O)(c1ccc(Cl)cc1)N(CCO)CCO
  100	104	94	103	99	96	89	100
> Cc1cn2[nH]c(NN)nc2n1
  100	94	104	100	101	104	96	102
> CC(=O)C1CC(C#N)=C2C=Cc3c(ccc4ccccc34)N21 (centres undefined)
  80	86	86	91	73	64	56	55
> O=C(CBr)OCCC1CCCCC1
  100	94	105	99	102	109	106	105
> Nc1nc2c(c3ncccc13)C(c1ccccc1)Cc1ncccc1-2 (centres undefined)
  72	56	-0.8*	72	27	66	41	87
> COC(=O)CCC1=C(C)C(C)=N/C1=C\c1[nH]c(-c2ccc[nH]2)cc1OC
  -23*	35	-6.0*	-3.2*	-16*	-30*	-31*	-62*
> CSCCC(NC(=O)c1ccccc1)C(=O)N/N=C1\SCC(=O)N1C (centres undefined)
  94	.	108	124	109	97	100	96
> O=C(CC(=O)N1CCOCC1)N1CCOCC1
  109	116	110	112	95	114	97	113
> Cc1cc(C)cc(NC(c2ccc(OC(F)F)c(OCC3CC3)c2)c2nnnn2C2CCCCC2)c1 (centres undefined)
  95	71	92	100	77	77	94	80
> COc1cc(C(=O)OCCCCCCCCCCC[P+](c2ccccc2)(c2ccccc2)c2ccccc2)ccc1O
  -32*	-28*	-47*	-84*	-38*	-51*	-59*	-9.3*
> CCCCCCCCCCCCOc1ccccc1C=O
  80	91	98	85	84	78	85	96
> COc1ccc2c(c1)O/C(=C\c1ccc(O)cc1O)C2=O
  125	96	70	103	99	109	89	116
> Cc1cc(C)n(C(=O)CNC(=O)Cn2c(=O)[nH]c3ccccc3c2=O)n1
  83	96	105	101	106	105	.	86
> CCN1CCCC1CNC(=O)c1ncc(-c2ccc(C(F)(F)F)cc2)c(NC2CCCCCC2)n1 (centres undefined)
  63	81	73	97	8.3*	66	-17*	59
> O=c1[nH]nnc2c1ncn2C1OC(CO)C(O)C1O (centres undefined)
  28	40	77	67	31	26	38	38
> O=C(Nc1nc2ccc(OC(F)(F)F)cc2o1)c1ccccc1
  90	91	89	87	97	98	72	91
> NC(=S)N/N=C\C(=O)c1ccccc1O
  88	99	106	96	55	61	100	99
> CC(C)=CCC[C@](C)(O)[C@H]1CC[C@]2(C)[C@@H]1CC[C@@H]1[C@@]3(C)CC(Cc4ccncc4)C(=O)C(C)(C)[C@@H]3CC[C@]12C (some centres undefined)
  98	105	98	106	81	89	91	82
> COc1ccc(C2=NN(C(=O)c3ccc(S(C)(=O)=O)cc3)C(c3ccc(OC)c(OC)c3)C2)c(OC)c1 (centres undefined)
  103	87	108	74	77	92	97	110
> S=c1[nH]c2cccnc2[nH]1
  99	110	96	86	105	105	102	101
> CN1CN(NC(=O)Nc2ccccc2)C(=O)c2ccccc21
  105	111	103	106	107	108	99	104
> CC1CCN(C)CC1
  109	99	112	103	100	79	99	108
> O=C(Nc1ccc(Cl)c(C(F)(F)F)c1)c1ccc(Nc2ccc(Cl)nn2)cc1
  45	41	80	86	44	44	.	38
> CCOC(=O)CSc1nc(-c2ccccc2)c(C#N)c(N)c1C#N
  78	104	111	110	73	72	88	83
> CN(/N=N/c1nc[nH]c1C(=O)NN)C1CCCCC1
  94	116	115	101	105	99	100	95
> Cc1cccc(C(=O)OCc2ccccc2)c1
  100	101	103	83	98	102	94	102
> Clc1nc(Cl)c(C2CC(c3ccccc3)=NN2c2ccccc2)s1 (centres undefined)
  .	110	104	74	94	101	73	113
> O=c1c2ccccc2ncn1-c1ccc(F)cc1
  102	107	101	94	100	86	106	98
> N#CCCn1cnc2c(N)ncnc21
  97	.	102	95	.	92	98	101
> O=S(=O)(Nc1ccc(F)cc1)c1ccc(-c2cnc(C3CC3)o2)cc1
  11	4.5*	-10*	35	12	13	12	17
> CC(=O)c1cnn(-c2cc(=O)[nH]c3ccc(Br)cc23)c1C
  89	97	118	77	90	92	94	73
> O=C1CSC(c2ccccc2Cl)N1c1nnc(Cn2cnnc2)o1 (centres undefined)
  43	27	-45*	37	8.6*	20	-23*	55
> CN(C)Cc1cc(C(=O)/C=C/c2ccc(C(=O)O)cc2)cc(CN(C)C)c1O
  99	.	115	85	96	98	99	121
> OCC12CCCC(OC1)O2 (centres undefined)
  96	97	98	117	95	99	95	102
> CC(=O)O[C@@H]1CCN2C(=O)Nc3ncccc3[C@@H]2C1
  104	115	107	103	98	104	103	108
> O=C1/C(=C/C(Cl)=C/c2ccccc2)SC(=S)N1CCS(=O)(=O)O
  100	103	105	110	108	110	103	.
> O=C(NCc1ccccc1)/C(=C/c1ccccc1[N+](=O)[O-])CC(=O)c1ccc(Cl)c(Cl)c1
  99	98	101	98	95	94	106	93
> COc1ccc(C2=NN(C(C)=O)C(c3cccc(Nc4ccnc5cc(C(F)(F)F)ccc45)c3)C2)cc1 (centres undefined)
  60	64	79	74	50	43	36	48
> COc1ccc(N=Nc2c(N)nn3c(-c4ccc5ccccc5c4)ccnc23)cc1
  96	107	104	102	96	96	100	100
> C#CC1(O)CCC2C3CCC4=C(CCC(=O)C4)C3CCC21C (centres undefined)
  103	100	.	104	109	95	95	98
> O=c1c2ccccc2nc(COc2ccccc2)n1NCc1ccc(F)cc1
  106	79	88	83	78	103	.	100
> O=C1OC(c2ccccc2)=N/C1=C\c1coc2ccccc2c1=O
  100	.	178	90	102	102	80	97
> Cc1ccc2nc(C)c(-c3nnc(SCc4ccccc4)o3)n2c1
  110	68	99	80	93	95	.	91
> COC(=O)[C@H](Cc1ccccc1)NC(=O)C1(C)CCC[C@]2(C)[C@H]3C[C@H]4C(C(C)C)=C[C@]3(CC[C@@H]12)[C@@H]1C(=O)CCC(=O)[C@@H]14 (some centres undefined)
  105	89	103	90	107	103	113	107
> Cc1ccc2c(c1)c(-c1nc(-c3c[nH]c4ncccc34)cs1)cn2C(=O)OC(C)(C)C
  32	81	96	83	43	42	.	54
> CCCN(c1ccc(OC)cc1)c1nc(-c2ccc(Br)cc2)cs1
  93	101	96	99	92	97	84	89
> CCOC(=O)c1nn(-c2ccc([N+](=O)[O-])cc2)c(=N/N=C/c2c(O)cc3oc(C)cc(=O)c3c2OC)s1
  78	107	96	61	94	96	90	99
> CC(=O)Nc1c(C(=O)Nc2ccccc2)sc2nc3c(cc12)C(OC(C)=O)CCC3 (centres undefined)
  95	91	35	97	72	100	80	107
> Cc1[nH]c(C(=O)Nc2ccc(C(N)=O)cc2OC(C)C)c(Cl)c1Cl
  92	68	105	93	80	89	79	90
> CC(C)OC(=O)c1cccc([N+](=O)[O-])c1
  100	98	106	101	114	101	106	104
> O=[N+]([O-])c1cccc(S(=O)(=O)Nc2ccc3[nH]ccc3c2)c1
  95	94	100	100	104	111	112	96
> COc1ccc2[nH]c(=O)c(CSc3ccc(Nc4nccc(-c5ccc6ccccc6c5)n4)cc3)cc2c1
  97	98	111	119	90	87	85	85
> COc1ccc(C2C=C(c3ccc(Cl)cc3)N=C3SC=C(C)N32)c(Br)c1 (centres undefined)
  7.8*	8.6*	9.2*	30	5.8*	29	.	15
> N=C1N=C(SCc2nc3ccccc3[nH]2)NC(=O)/C1=C/c1ccc(F)cc1
  99	135	103	102	85	88	88	108
> CCOC(=O)c1ccc2c(c1)nc(NC(=O)c1ccncc1)n2CCCOC(C)C
  26	67	81	42	17	31	60	38
> CCCCN(CCCC)CC(C)(C)C(O)c1ccc(OC)c2ccccc12 (centres undefined)
  50	42	59	74	31	28	.	4.3*
> c1ccc(-c2nc3ccccc3s2)nc1
  94	105	117	96	100	97	96	89
> c1ccc(CN2CCCNCC2)cc1
  111	85	109	103	107	113	95	112

Remaining list, next part.
Second line of a record – CCRF-CEM	MDA-MB-468	MDA-MB-435	HOP-62	K-562	MOLT-4	SR	RPMI-8226
> CNC(=O)c1c(NC(=O)c2ccc(C(C)C)cc2)sc2c1CCC(=O)C2
  2.0*	-28*	9.7*	12	1.9*	.	2.8*	-26*
> O=C(O)C1=Nc2ccccc2/C1=C\c1sc(=O)[nH]c1S
  99	126	107	98	97	108	108	102
> CCOC(=O)c1ccccc1NC1=C(Cl)C(=O)c2nc(C)ccc2C1=O
  84	97	111	102	90	85	102	99
> CCOC(=O)/C(C#N)=C/c1cccc(Cl)c1
  102	92	99	107	118	106	100	101
> COc1cc2c(cc1OC)C(c1ccc(S(N)(=O)=O)cc1)NCC2 (centres undefined)
  98	109	112	83	120	105	94	99
> CC(C)CCN(CCC(C)C)CC(=O)Nc1ccc(S(=O)(=O)c2ccc(NC(=O)CN(CCC(C)C)CCC(C)C)cc2)cc1
  2.0*	47	66	68	3.9*	2.8*	4.0*	-22*
> COc1ccc(Cn2cc(C(=O)N=Nc3c(O)[nH]c4ccc(F)cc34)nn2)cc1
  95	88	103	102	97	107	102	99
> Cc1cn(C2CC(O)C(CO)(N=[N+]=[N-])O2)c(=O)[nH]c1=O (centres undefined)
  106	107	104	104	.	116	111	98
> C=CCc1cc(Cl)cc2c(OC(C)=O)c(C(C)=O)c(-c3ccccc3)nc12
  104	116	108	89	109	101	.	97
> COc1ccc2c(c1)CCc1c-2n[nH]c1-c1[nH]nc2c1CCc1cc(OC)ccc1-2
  42	-6.6*	-5.4*	66	21	50	.	61
> CN(Cc1ccccc1)c1nc(Cl)c(C2CC(c3ccc(Br)cc3)=NN2c2ccccc2)s1 (centres undefined)
  94	104	107	91	92	102	96	86
> O=c1cc(O)c2sc(-c3ccc(F)cc3)cc2[nH]1
  95	109	96	99	83	90	94	98
> COc1ccc(C(=O)/C=C/c2ccc(N3CCN(C)CC3)cc2)cc1OC
  68	74	99	94	52	89	59	67
